Screening data (PubChem)
PHOSPHO1 block: PHOSPHO1 (human) inhibition. inhibition, % at 13.3 µM. hit rate 1.1% among 290,000. AID 1565. recombinant PHOSPHO1, absorbance phosphatase assay; in the data active = inhibition above about 60%
GPR7 antag: blocks human GPR7 receptor signaling; P48145; AID 1861; GPR7-expressing cells, fluorescence antagonist assay; hit rate 1.1% among 290,000; inhibition, % at 4.4 µM; in the data active = inhibition above about 16%, passing the limit was not always enough;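 note: cells stimulated with the agonist NPW; 0% = agonist with vehicle and 100% = vehicle without agonist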
NALP1 inh: blocks the NALP1 inflammasome reconstituted in yeast; S. cerevisiae NALP1/ASC/caspase-1 growth, X-gal OD620, 72 h; hit rate 0.61% among 280,000; AID 2071; inhibition, % at 10 µM; in the data active = inhibition mostly above about 24%, no sharp cut-off; inactive = mostly below about 32%; note: some compounds called inactive have numbers as strong as hits
GalR3 antagonist: human GalR3 antagonism | hit rate 0.44% among 360,000 | HEK293 GalR3-CNG cAMP membrane potential fluorescence; galR3 body fused to GalR1 C-terminus | inhibition, % at 3 µM;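 active = inhibition above the screen-wide average plus 3 SD, cut at about 13% in these data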;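 note: forskolin and galanin both at EC90 stimulate the cells; cAMP rise reported by CNG channel membrane potential dye signal; 0% = forskolin plus galanin with DMSO and 100% = forskolin alone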
Target sequence (O60755 1-299 limits assumed): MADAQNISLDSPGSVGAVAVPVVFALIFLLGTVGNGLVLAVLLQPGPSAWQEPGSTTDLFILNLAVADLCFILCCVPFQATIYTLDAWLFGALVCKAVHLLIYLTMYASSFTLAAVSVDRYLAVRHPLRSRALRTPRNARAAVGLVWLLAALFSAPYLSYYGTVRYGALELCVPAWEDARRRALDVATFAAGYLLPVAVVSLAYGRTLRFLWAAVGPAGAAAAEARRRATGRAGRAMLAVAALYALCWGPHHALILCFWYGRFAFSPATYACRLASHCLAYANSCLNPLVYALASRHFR
MEKK2 WT-MEK5: raises or lowers MEK5 binding to wildtype human MEKK2 PB1 domain; Q9Y2U5; bead flow cytometry, Alexa488-MEK5 binding to MEKK2 WT; actives lie on both sides; binding response (% of control), % at 10 µM; hit rate 1.1% among 290,000; in the data active = binding response below about 67% or above about 130%
MEKK3 PB1 HTS: modulators (inhibitors or enhancers) of MEK5 binding to human MEKK3 PB1 domain. Q99759. bead-based flow cytometry, Alexa488-MEK5 binding to MEKK3; actives lie on both sides; 0 = blocked by unlabeled MEK5, 100 = vehicle. binding response (% of control), % at 10 µM. hit rate 1.4% among 290,000;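 active = binding response more than 3 SD above or below the average of its plate-row segment, actives on both sides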;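 note: Alexa488 bead fluorescence after subtracting the streptavidin-only scavenger bead signal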
Target sequence (Q99759 whole entry, looked up, the tested form may be a part): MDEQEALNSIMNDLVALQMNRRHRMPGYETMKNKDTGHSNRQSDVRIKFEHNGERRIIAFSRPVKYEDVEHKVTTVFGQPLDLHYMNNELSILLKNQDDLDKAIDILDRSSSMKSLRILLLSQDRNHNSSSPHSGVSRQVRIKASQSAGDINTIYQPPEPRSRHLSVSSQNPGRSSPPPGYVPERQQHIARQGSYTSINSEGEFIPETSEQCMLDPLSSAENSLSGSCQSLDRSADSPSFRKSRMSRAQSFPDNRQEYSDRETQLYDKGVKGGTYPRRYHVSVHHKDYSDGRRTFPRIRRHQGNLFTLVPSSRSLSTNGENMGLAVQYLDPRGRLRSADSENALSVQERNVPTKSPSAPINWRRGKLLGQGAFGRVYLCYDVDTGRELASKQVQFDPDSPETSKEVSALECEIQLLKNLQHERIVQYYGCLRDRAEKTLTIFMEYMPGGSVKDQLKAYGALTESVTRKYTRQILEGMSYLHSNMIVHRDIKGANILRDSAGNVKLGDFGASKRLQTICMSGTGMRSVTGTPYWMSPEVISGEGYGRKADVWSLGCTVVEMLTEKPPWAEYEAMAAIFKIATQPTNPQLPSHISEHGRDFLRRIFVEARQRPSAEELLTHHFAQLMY
MEKK2 mut-MEK5: signal of MEK5 binding to mutant human MEKK2 PB1 domain; bead flow cytometry, Alexa488-MEK5 binding to MEKK2 mutant; percent response, % at 10 µM; hit rate 0.35% among 290,000; AID 1530; in the data active = percent response above about 24%, passing the limit was not always enough; note: inactives centre near 1; some results filed as inactive read as strong as hits; reference of the scale not given here
V1R ag counter: counter-screen for oxytocin receptor agonists: human V1a receptor agonists. AID 2797. activation, % at 3 µM. hit rate 0.25% among 320,000. CHO-V1R cells, Fluo-8 calcium fluorescence, agonist mode; 0% DMSO, 100% 3 nM vasopressin;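 active = activation above the mean activation of all tested compounds plus 3 SD, per screening run, cut at about 20% in these data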;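 note: signal is peak over basal fluorescence ratio across a 100 second FLIPR read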
OXTR agonist: activates the human oxytocin receptor | P30559 | CHO-OTR cells, Fluo-8 calcium fluorescence; normalized: DMSO 0%, oxytocin 100% | activation, % at 3 µM | hit rate 0.32% among 320,000;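 active = activation above the mean of all tested compounds plus 3 SD, cutoff set per screening run, cut at about 20% in these data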;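 note: peak over basal fluorescence ratio from a 100 s FLIPR kinetic read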
The depositor's hits bear a star.

CC1=CC=CN2CC(O)CN=C12 (configuration not stated) was read as PHOSPHO1 block 42, GPR7 antag -7, NALP1 inh 14, GalR3 antagonist 4, V1R ag counter -0.4 and OXTR agonist 1.1.
`Cc1cnc(NC(=O)C(C)N2CCN(C)CC2)s1` (configuration not stated) gave PHOSPHO1 block -2, GPR7 antag -23, NALP1 inh -6, GalR3 antagonist 5, MEKK2 WT-MEK5 99, MEKK3 PB1 HTS 100, MEKK2 mut-MEK5 -3, V1R ag counter 0.2 and OXTR agonist 1.3.
`COc1nc(Oc2ccc(/C=N/O)cc2)nc(N(C)C)n1` gave PHOSPHO1 block -72, GPR7 antag 1, NALP1 inh 14, GalR3 antagonist 1, MEKK2 WT-MEK5 106, MEKK3 PB1 HTS 103, MEKK2 mut-MEK5 0, V1R ag counter 0.4 and OXTR agonist -0.9.
NNC(=O)c1ccc(-c2ccccc2F)cc1 was read as PHOSPHO1 block 32, GPR7 antag -19, NALP1 inh 26, GalR3 antagonist 7, MEKK2 WT-MEK5 69, MEKK3 PB1 HTS 66, MEKK2 mut-MEK5 -16, V1R ag counter -0.2 and OXTR agonist -2.7.
CCC(C)n1c(=S)[nH]c2ccccc2c1=O (configuration not stated) was read as PHOSPHO1 block 17, GPR7 antag -12, NALP1 inh 4, GalR3 antagonist -7, MEKK2 WT-MEK5 91, MEKK3 PB1 HTS 96, MEKK2 mut-MEK5 -12, V1R ag counter 0.2 and OXTR agonist -0.3.
CCC(=O)N1CCN=C1SCc1ccc(Cl)cc1 was read as PHOSPHO1 block 17, GPR7 antag -7, NALP1 inh -1, GalR3 antagonist -4, MEKK2 WT-MEK5 96, MEKK3 PB1 HTS 104, MEKK2 mut-MEK5 0, V1R ag counter 0.3 and OXTR agonist -0.1.
`CCOc1ccc(NC(=O)CS(=O)CC(=O)NC2CCCc3ccccc32)cc1` (configuration not stated) gave PHOSPHO1 block -6, GPR7 antag 1, NALP1 inh 12, GalR3 antagonist 0, MEKK2 WT-MEK5 102, MEKK3 PB1 HTS 104, MEKK2 mut-MEK5 0, V1R ag counter -0.3 and OXTR agonist -1.0.
Screening Cc1ccc(C(=O)NCCSCc2ccccc2)cc1[N+](=O)[O-] returned PHOSPHO1 block 6, GPR7 antag -3, NALP1 inh 48, GalR3 antagonist -4, MEKK2 WT-MEK5 102, MEKK3 PB1 HTS 116, MEKK2 mut-MEK5 -1, V1R ag counter 2.3 and OXTR agonist 0.3.
`CCCc1cc(=O)n2[nH]c(-c3ccc(Br)cc3)cc2n1` gave PHOSPHO1 block -8, GPR7 antag -12, NALP1 inh 37, GalR3 antagonist -2, MEKK2 WT-MEK5 105, MEKK3 PB1 HTS 101, MEKK2 mut-MEK5 2, V1R ag counter 0.6 and OXTR agonist 2.4.
`CC(=O)c1ccc(Nc2ccc([N+](=O)[O-])c3nonc23)cc1` gave PHOSPHO1 block 20, GPR7 antag -9, NALP1 inh 13, GalR3 antagonist 0, MEKK2 WT-MEK5 110, MEKK3 PB1 HTS 107, MEKK2 mut-MEK5 8, V1R ag counter 12 and OXTR agonist 10.
Screening Cc1cc(C(=O)CN2C(=O)NC3(CCCCC3)C2=O)c(C)n1Cc1ccc2c(c1)OCO2 returned PHOSPHO1 block 9, GPR7 antag 6, NALP1 inh 0, GalR3 antagonist -3, MEKK2 WT-MEK5 104, MEKK3 PB1 HTS 103, MEKK2 mut-MEK5 -1, V1R ag counter 2.6 and OXTR agonist -1.3.
`O=C(NCCc1ccccc1)C1CCCN1C(=O)Nc1ccccc1` (configuration not stated) gave PHOSPHO1 block 29, GPR7 antag -12, NALP1 inh 0, GalR3 antagonist -5, MEKK2 WT-MEK5 114, MEKK3 PB1 HTS 108, MEKK2 mut-MEK5 18, V1R ag counter -0.4 and OXTR agonist -0.4.
Screening CCOC(=O)N1CCN(C(=O)N2CCOCC2)CC1 returned PHOSPHO1 block -22, GPR7 antag -5, NALP1 inh -3, GalR3 antagonist -1, MEKK2 WT-MEK5 102, MEKK3 PB1 HTS 97, MEKK2 mut-MEK5 2, V1R ag counter 0.7 and OXTR agonist 0.2.
Screening CS(=O)(=O)N(CC(=O)N1CCc2ccccc2C1)Cc1ccccc1 returned PHOSPHO1 block 1, GPR7 antag 2, NALP1 inh 2, GalR3 antagonist -3, MEKK2 WT-MEK5 106, MEKK3 PB1 HTS 103, MEKK2 mut-MEK5 8, V1R ag counter 0.1 and OXTR agonist -1.2.
For Fc1ccc(CSc2ccc3nnc(-c4cccs4)n3n2)cc1 the results were PHOSPHO1 block 15, GPR7 antag -5, NALP1 inh 20, GalR3 antagonist -5, MEKK2 WT-MEK5 98, MEKK3 PB1 HTS 96, MEKK2 mut-MEK5 -2, V1R ag counter 24* and OXTR agonist -0.6.
Screening O=S(=O)(Nc1cccnc1)c1ccccc1 returned PHOSPHO1 block 0, GPR7 antag -1, NALP1 inh -9, GalR3 antagonist -3, MEKK2 WT-MEK5 92, MEKK3 PB1 HTS 93, MEKK2 mut-MEK5 -14, V1R ag counter 1.3 and OXTR agonist -0.7.
`O=C(NCc1cccc(Cl)c1)c1cccnc1` gave PHOSPHO1 block -7, GPR7 antag 1, NALP1 inh 22, GalR3 antagonist -7, MEKK2 WT-MEK5 110, MEKK3 PB1 HTS 108, MEKK2 mut-MEK5 5, V1R ag counter 0.6 and OXTR agonist -0.3.
For CN(C(=O)C(C)(C)C)C1c2c(ccc3ccccc23)OCC1CO (configuration not stated) the results were GPR7 antag -8, NALP1 inh 8, GalR3 antagonist -7, MEKK2 WT-MEK5 98, MEKK3 PB1 HTS 99 and MEKK2 mut-MEK5 1.
For CCOC(=O)c1c(NC(=O)COC(=O)Cn2c(C(F)(F)F)nc3ccccc32)sc(C)c1C the results were PHOSPHO1 block 24, GPR7 antag -1, NALP1 inh -1, GalR3 antagonist 0, MEKK2 WT-MEK5 98, MEKK3 PB1 HTS 100, MEKK2 mut-MEK5 17, V1R ag counter -1.0 and OXTR agonist -0.6.
`COC(=O)Cc1nnc(SCC(=O)Nc2ccccc2)c2ccccc12` gave PHOSPHO1 block 44, GPR7 antag 8, NALP1 inh 27, GalR3 antagonist 6, MEKK2 WT-MEK5 102, MEKK3 PB1 HTS 101, MEKK2 mut-MEK5 0, V1R ag counter 0.3 and OXTR agonist -1.2.
For COc1ccc(NC(=O)CCS(=O)(=O)c2ccccc2)c(OC)c1 the results were PHOSPHO1 block -12, GPR7 antag -21, NALP1 inh 20, GalR3 antagonist -6, MEKK2 WT-MEK5 96, MEKK3 PB1 HTS 107, MEKK2 mut-MEK5 6, V1R ag counter 0.0 and OXTR agonist 0.0.
For O=C(CSc1nncs1)NC(=O)Nc1ccc2c(c1)OCCO2 the results were PHOSPHO1 block 24, GPR7 antag -9, NALP1 inh -4, GalR3 antagonist -6, MEKK2 WT-MEK5 110, MEKK3 PB1 HTS 107, MEKK2 mut-MEK5 4, V1R ag counter 3.0 and OXTR agonist 1.3.
`Cc1scc(C(=O)N/N=C/c2ccc([N+](=O)[O-])o2)c1C` gave PHOSPHO1 block 37, GPR7 antag -9, NALP1 inh 0, GalR3 antagonist -1, MEKK2 WT-MEK5 99, MEKK3 PB1 HTS 99, MEKK2 mut-MEK5 4, V1R ag counter -0.7 and OXTR agonist -1.3.
For COC(=O)c1ccc(NC(=O)CSc2nnc(C)n2CC2CCCO2)cc1 (configuration not stated) the results were PHOSPHO1 block 46, GPR7 antag -13, NALP1 inh -6, GalR3 antagonist -9, MEKK2 WT-MEK5 107, MEKK3 PB1 HTS 109, MEKK2 mut-MEK5 5, V1R ag counter 0.3 and OXTR agonist -0.5.

Not a retest: entries from further up.
`Cc1scc(C(=O)N/N=C/c2ccc([N+](=O)[O-])o2)c1C` gave PHOSPHO1 block 37, GPR7 antag -9, NALP1 inh 0, GalR3 antagonist -1, MEKK2 WT-MEK5 99, MEKK3 PB1 HTS 99, MEKK2 mut-MEK5 4, V1R ag counter -0.7 and OXTR agonist -1.3.
For COC(=O)c1ccc(NC(=O)CSc2nnc(C)n2CC2CCCO2)cc1 (configuration not stated) the results were PHOSPHO1 block 46, GPR7 antag -13, NALP1 inh -6, GalR3 antagonist -9, MEKK2 WT-MEK5 107, MEKK3 PB1 HTS 109, MEKK2 mut-MEK5 5, V1R ag counter 0.3 and OXTR agonist -0.5.

Following part.
`Cc1cc(C(=O)Nc2cnn(Cc3ccc(Cl)cc3Cl)c2)no1` gave PHOSPHO1 block 40, GPR7 antag -2, NALP1 inh 10, GalR3 antagonist -3, MEKK2 WT-MEK5 99, MEKK3 PB1 HTS 99, MEKK2 mut-MEK5 2, V1R ag counter 1.8 and OXTR agonist 2.6.
`CCOC(=O)c1ccc(NC(=O)Cc2cccs2)cc1` gave PHOSPHO1 block 14, GPR7 antag -2, NALP1 inh 18, GalR3 antagonist -11, MEKK2 WT-MEK5 104, MEKK3 PB1 HTS 105, MEKK2 mut-MEK5 3, V1R ag counter 0.0 and OXTR agonist -0.6.
For COc1ccc(NC(=O)CCN2CCN(S(=O)(=O)c3ccc(F)cc3)CC2)cc1 the results were PHOSPHO1 block 34, GPR7 antag 1, NALP1 inh 14, GalR3 antagonist -1, MEKK2 WT-MEK5 100, MEKK3 PB1 HTS 99, MEKK2 mut-MEK5 0, V1R ag counter 0.8 and OXTR agonist -0.7.
`Cc1cc(=O)n2[nH]c(-c3sccc3-n3c(C)ccc3C)cc2n1` gave PHOSPHO1 block 12, GPR7 antag -13, NALP1 inh 8, GalR3 antagonist -3, MEKK2 WT-MEK5 95, MEKK3 PB1 HTS 102, MEKK2 mut-MEK5 -4, V1R ag counter 0.1 and OXTR agonist 0.3.
Cc1ccc(C2CC(c3ccccc3OC(F)F)Nc3ncnn32)cc1 (configuration not stated) was read as PHOSPHO1 block 38, GPR7 antag 5, NALP1 inh 12, GalR3 antagonist -6, MEKK2 WT-MEK5 99, MEKK3 PB1 HTS 101, MEKK2 mut-MEK5 2, V1R ag counter 0.6 and OXTR agonist 1.5.
Screening COc1ccc(NC(=O)CCNC(=O)c2ccccc2)cc1S(N)(=O)=O returned PHOSPHO1 block 20, GPR7 antag -3, NALP1 inh 5, GalR3 antagonist -9, MEKK2 WT-MEK5 99, MEKK3 PB1 HTS 100, MEKK2 mut-MEK5 2, V1R ag counter 0.0 and OXTR agonist -0.1.
Screening Cc1ccc(-c2cnn(-c3cccc(C(F)(F)F)c3)c2N)cc1 returned PHOSPHO1 block 22, GPR7 antag 3, NALP1 inh 3, GalR3 antagonist -6, MEKK2 WT-MEK5 98, MEKK3 PB1 HTS 100, MEKK2 mut-MEK5 2, V1R ag counter -1.3 and OXTR agonist -2.7.
Cc1ccc(NC(=O)Cn2c(O)c(N=NC(=O)c3cc([N+](=O)[O-])ccc3O)c3ccccc32)cc1 was read as PHOSPHO1 block -25, GPR7 antag -13, NALP1 inh 4, MEKK2 WT-MEK5 104, MEKK3 PB1 HTS 103, MEKK2 mut-MEK5 5, V1R ag counter 0.6 and OXTR agonist -0.4.
O=C(Nc1cccnc1)C1CCCN1S(=O)(=O)c1ccc(Cl)c(Cl)c1 (configuration not stated) was read as PHOSPHO1 block -7, GPR7 antag -3, NALP1 inh 13, GalR3 antagonist 4, MEKK2 WT-MEK5 93, MEKK3 PB1 HTS 95, MEKK2 mut-MEK5 4, V1R ag counter 1.8 and OXTR agonist 0.3.
For Cc1c(C(=O)N2CCOCC2)sc(NC(=O)c2ccc3c(c2)OCO3)c1C#N the results were PHOSPHO1 block -34, GPR7 antag -7, NALP1 inh 11, GalR3 antagonist -4, MEKK2 WT-MEK5 96, MEKK3 PB1 HTS 99, MEKK2 mut-MEK5 4, V1R ag counter 1.0 and OXTR agonist 0.1.
